From PubChem
RGS4-Gao reg: modulators of RGS4 binding to Galphao, primary screen, biochemical, multiplexed bead flow cytometry; Guanine nucleotide-binding protein G(o) subunit alpha (Homo sapiens), P09471; actives lie on both sides; binding response (% of control), % at 10 µM; 220,000 tested, 0.33% active; in the data active = binding response below about 49% or above about 150%; inactive = in between;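 note: fluorescent Galphao activated with aluminum fluoride binding bead-coupled RGS4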
ABCB1 block: ABCB1 efflux pump inhibitors, primary screen, cell-based, multiplex, flow cytometry, ABCG2 counter-screen | 190,000 tested, 0.067% active | inhibition, % at 6.6 µM | AID 1326, 2008 | CCRF-Adr cells, JC-1 efflux | ATP-dependent translocase ABCB1 (Homo sapiens), P08183; in the data active = inhibition above about 40%;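 note: 0% = vehicle and 100% = reference inhibitor; higher value means more JC-1 retained so stronger ABCB1 efflux block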
Avidin bead fluor: green autofluorescence of compounds with avidin beads – biophysical, 488/530 nm, flow cytometry, artefact control, profiling panel; 220,000 tested, 0.38% active; fluorescence (KMESF) at 10 µM; compound fluorescence 488/530 nm; stronger effect = higher value; in the data active = fluorescence above about 47; note: inactives centre near 10
GSH fluor: compound fluorescence on glutathione beads, profiling panel, artefact control, biophysical, 488/530 nm, flow cytometry; 190,000 tested, 0.25% active; GSH beads flow cytometry, compound fluorescence 488/530 nm; stronger effect = higher value; fluorescence (KMESF) at 10 µM; AID 1776, 2009; in the data active = fluorescence above about 89;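 note: glutathione beads carrying GST-tagged Bcl family fusion proteins plus one bare bead set; values are compound well signal with DMSO vehicle wells as background; inactives centre near 16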
Mcl1 Bid PPI: Mcl-1/Bid binding inhibitors, primary screen, biochemical, TR-FRET, 1536-well; Induced myeloid leukemia cell differentiation protein Mcl-1 (Homo sapiens), Q07820; TR-FRET Mcl-1/Bid-Dy647 peptide binding; inhibition, % at 21.7 µM; 220,000 tested, 0.97% active; AID 1021, 2008;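 active = compounds that cut the binding signal by more than half at the single screening dose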;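 note: His-tagged Mcl-1 with europium anti-His antibody binding Bid BH3 peptide; 0% = Mcl-1 plus peptide wells and 100% = peptide-only wells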
Target sequence (Q07820 whole entry, looked up): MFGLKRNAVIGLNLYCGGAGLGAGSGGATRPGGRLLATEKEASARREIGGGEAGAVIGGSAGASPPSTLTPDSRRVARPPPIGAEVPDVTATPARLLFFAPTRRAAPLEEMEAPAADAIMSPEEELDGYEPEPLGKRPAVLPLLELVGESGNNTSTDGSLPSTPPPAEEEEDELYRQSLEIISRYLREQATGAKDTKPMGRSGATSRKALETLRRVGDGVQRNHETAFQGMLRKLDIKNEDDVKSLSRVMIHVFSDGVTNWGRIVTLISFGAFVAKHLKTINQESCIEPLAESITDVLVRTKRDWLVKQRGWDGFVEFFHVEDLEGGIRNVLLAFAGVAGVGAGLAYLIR
RGS8-Gao reg: RGS8-Galphao binding modulators, primary screen, biochemical, multiplexed bead flow cytometry | Guanine nucleotide-binding protein G(o) subunit alpha (Homo sapiens), P09471 | actives lie on both sides | response (percent of control binding), % at 10 µM | 220,000 tested, 0.34% active; in the data active = response below about 60% or above about 140%; inactive = in between;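 note: Galphao activated as the GDP aluminium fluoride complex binding bead-coupled RGS8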
Mcl1 Noxa PPI: Mcl-1/Noxa binding inhibitors, primary screen, biochemical, TR-FRET, 1536-well; TR-FRET Mcl-1/Noxa peptide binding, 2 h; inhibition, % at 21.7 µM; 220,000 tested, 1.5% active; AID 1022, 2008;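 active = compounds that cut the protein-peptide binding signal by more than 50% relative to plate controls in a single-dose test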;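 note: His-tagged Mcl-1 with rhodamine Noxa BH3 peptide and terbium anti-His antibody; 0% = Mcl-1 plus Noxa peptide wells and 100% = peptide-only wells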
RGS7-Gao reg: RGS7-Galphao binding modulators, primary screen, biochemical, multiplexed bead flow cytometry | Guanine nucleotide-binding protein G(o) subunit alpha (Homo sapiens), P09471 | actives lie on both sides | binding response (% of control), % at 10 µM | 220,000 tested, 0.35% active | AID 1439, 2008; in the data active = binding response below about 49% or above about 150%; inconclusive = no clear call, values can overlap the other calls; inactive = in between;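 note: fluorescent Galphao held in activated GDP-AlF4 state binding bead-coupled RGS7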
Pf gamet viab: late stage P. falciparum gametocyte viability inhibitors, primary screen, ATP luminescence, HTS; P. falciparum stage V gametocytes, 24 h; inhibition, % at 10.9 µM; 150,000 tested, 0.065% active;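 active = inhibition above the mean plus 3 SD of compounds within the control limits, set per campaign, cut at about 38% in these data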;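 note: 0% = DMSO wells and 100% = medium only without gametocytes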
ABCG2 inh: ABCG2 efflux pump inhibitors, primary screen, multiplex with ABCB1, IgMXP3 cells, flow cytometry. 190,000 tested, 0.1% active. Broad substrate specificity ATP-binding cassette transporter ABCG2 (Homo sapiens), Q9UNQ0. JC-1 efflux. inhibition, % at 6.6 µM;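 active = inhibition above 80%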;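 note: 0% = DMSO and 100% = nicardipine control wells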
Target sequence (Q9UNQ0 whole entry, looked up): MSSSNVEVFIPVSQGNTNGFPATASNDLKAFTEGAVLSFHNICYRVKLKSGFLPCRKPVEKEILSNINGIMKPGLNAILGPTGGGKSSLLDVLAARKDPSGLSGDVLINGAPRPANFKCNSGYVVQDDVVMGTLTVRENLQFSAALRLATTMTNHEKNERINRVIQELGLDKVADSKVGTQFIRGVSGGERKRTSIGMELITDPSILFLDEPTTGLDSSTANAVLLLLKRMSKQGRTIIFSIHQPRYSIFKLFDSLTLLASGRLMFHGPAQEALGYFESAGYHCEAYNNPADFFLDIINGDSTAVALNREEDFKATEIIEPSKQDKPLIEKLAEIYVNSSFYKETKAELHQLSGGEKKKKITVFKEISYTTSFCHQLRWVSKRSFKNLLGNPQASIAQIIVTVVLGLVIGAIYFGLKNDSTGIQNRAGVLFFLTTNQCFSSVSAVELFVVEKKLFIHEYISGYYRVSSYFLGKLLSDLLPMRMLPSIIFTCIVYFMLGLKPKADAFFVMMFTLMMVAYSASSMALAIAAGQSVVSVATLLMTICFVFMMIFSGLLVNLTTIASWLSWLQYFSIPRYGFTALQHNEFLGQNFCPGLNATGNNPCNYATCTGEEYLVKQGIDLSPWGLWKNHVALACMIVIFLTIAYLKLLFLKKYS
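Test system: IgMXP3 cells (ABCG2) mixed with DDAO far-red-labelled CCRF-Adr cells (ABCB1). Reagent: JC-1 transporter substrate. Compound dosing: single test compound dose, 6.6 µM final. Times: 10 min compound exposure, 25 °C. Detection: flow cytometry of retained JC-1 fluorescence. Read-out basis: efflux inhibition in percent versus controls. Controls: nicardipine and DMSO wells.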
Mcl-1 Bim block: inhibitors of Bim peptide binding to Mcl-1, primary screen, biochemical, bead-based flow cytometry, multiplex; 190,000 tested, 0.1% active; Bim peptide-Mcl-1 binding; AID 1009, 2008; inhibition, % at 10 µM; Induced myeloid leukemia cell differentiation protein Mcl-1 (Homo sapiens), Q07820; in the data active = inhibition above about 40%;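 note: 0% = no compound tracer wells and 100% = peptide blocker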
* = called active by the depositor; ? = inconclusive; . = not tested or not shown.

#1 CCOc1ccc(N2C(=O)C3C4C=CC(CC4)C3C2=O)c([N+](=O)[O-])c1 (stereo not given)
#2 CCc1nn(-c2cc(Oc3cccc4ccccc34)nc(-c3ccccc3)n2)c(N)c1C#N
#3 CN(C)/C=N/C(=S)Nc1ccc(Cl)cc1Cl
#4 O=C(Cn1nc(-c2ccc(Cl)cc2)c2ccccc2c1=O)Nc1cccnc1
#5 COC(=O)c1cccc(NC(=O)CSc2nnc(C)n2C)c1
#6 CN(C)c1nc(NC(C)(C)C)nc(SCC(=O)Nc2ccccc2)n1
#7 S=c1[nH]nc(-c2cc(-c3ccccc3)n[nH]2)n1/N=C/c1cccc(Cl)c1
#8 COc1ccc(Cl)cc1NC(=O)CCN1CCN(c2ccccc2C)CC1
screen / no.	1	2	3	4	5	6	7	8
RGS4-Gao reg	96	130	109	107	102	102	98	103
ABCB1 block	0.7	1.4	0.1	1.4	0.0	1.6	.	15
Avidin bead fluor	25	14	6	40	13	5	6	32
GSH fluor	10	41	11	24	24	13	.	25
Mcl1 Bid PPI	-5	32	-33	10	-13	-19	2	-10
RGS8-Gao reg	99	105	108	105	101	99	99	100
Mcl1 Noxa PPI	-1	-70	12	3	3	7	22	-5
RGS7-Gao reg	99	109	113	105	106	106	.	101
Pf gamet viab	5	.	-8	.	.	22	-11	3
ABCG2 inh	5	8	0	2	0	3	.	39
Mcl-1 Bim block	1	0	0	0	-1	-2	.	-7

The last 4 entries of the part before come first, to join the parts.
#5 COC(=O)c1cccc(NC(=O)CSc2nnc(C)n2C)c1
#6 CN(C)c1nc(NC(C)(C)C)nc(SCC(=O)Nc2ccccc2)n1
#7 S=c1[nH]nc(-c2cc(-c3ccccc3)n[nH]2)n1/N=C/c1cccc(Cl)c1
#8 COc1ccc(Cl)cc1NC(=O)CCN1CCN(c2ccccc2C)CC1
#9 CC(C)c1ccc(Nc2cnn(C34CC5CC(CC(CC(=O)O)(C5)C3)C4)c(=O)c2Cl)cc1
#10 CNC(=O)c1c(C)noc1C
#11 O=C1CC(c2ccco2)CC(O)=C1C=NCC1NCCc2ccccc21 (stereo not given)
#12 COc1ccc2cc(CN(Cc3cccs3)Cc3nnnn3Cc3ccccc3)c(=O)[nH]c2c1
#13 CCOc1ccc(-c2nc3n(c(=O)c2C#N)CCCS3)cc1
#14 CC(=O)Nc1ccc(NC(=O)c2sc3nc4c(c(-c5ccc(C)cc5)c3c2N)CCC4)cc1
#15 CCC(C(=O)OC)n1cnc2c(nnn2-c2cccc(Cl)c2)c1=O (stereo not given)
#16 Cc1ccc(Nc2nc(N)c([N+](=O)[O-])c(NCCO)n2)cc1
screen / no.	5	6	7	8	9	10	11	12	13	14	15	16
RGS4-Gao reg	102	102	98	103	101	102	101	96	115	101	101	101
ABCB1 block	0.0	1.6	.	15	0.2	0.6	-0.1	8.7	0.4	0.1	0.2	.
Avidin bead fluor	13	5	6	32	14	13	20	4	42	9	7	5
GSH fluor	24	13	.	25	26	10	29	28	13	25	22	.
Mcl1 Bid PPI	-13	-19	2	-10	-33	-3	-9	-6	5	-17	-3	-57
RGS8-Gao reg	101	99	99	100	101	99	100	103	106	108	101	105
Mcl1 Noxa PPI	3	7	22	-5	1	-11	10	2	9	-17	17	6
RGS7-Gao reg	106	106	.	101	100	98	97	99	117	98	99	?
Pf gamet viab	.	22	-11	3	21	-11	.	-20	12	.	.	-3
ABCG2 inh	0	3	.	39	4	1	3	21	2	0	1	.
Mcl-1 Bim block	-1	-2	.	-7	-5	-1	-2	-1	-2	1	-2	.

As entered above:
Reading of cpd 10 in RGS4-Gao reg: 102
Reading of cpd 14 in RGS4-Gao reg: 101

(next part)
#17 COC(=O)c1ccc(Nc2cc(C)nc3ncnn23)cc1
#18 O=C(Nc1ccc(OC(F)F)c(Cl)c1)c1ccccn1
#19 COC(=O)[C@H](CCSC)NC(=O)Nc1ccc(OC)c(Cl)c1
#20 COc1ccccc1-c1ccc(=O)n(CC(=O)NCc2ccco2)n1
#21 CCOCCCNC(=O)/C=C1\Sc2ccccc2N(Cc2ccccc2F)C1=O
#22 CCN1CCN(C(c2ccc(OC)cc2)C(O)C(=O)c2c[nH]c3ccccc23)CC1 (stereo not given)
#23 O=C(NC1CCCCC1)C(c1cccnc1)N(C(=O)CCl)c1cccc(Cl)c1 (stereo not given)
#24 Cc1cc(SCC(=O)N/N=C/c2ccc(O)cc2O)c(C)cc1Br
screen / no.	17	18	19	20	21	22	23	24
RGS4-Gao reg	102	90	106	106	100	102	101	100
ABCB1 block	0.1	2.2	0.2	-0.2	1.5	0.0	3.3	0.0
Avidin bead fluor	7	15	12	9	9	6	12	36
GSH fluor	52	20	37	23	23	41	22	11
Mcl1 Bid PPI	28	-5	-56	-9	-24	-28	-1	-43
RGS8-Gao reg	104	75	105	104	101	103	99	100
Mcl1 Noxa PPI	8	12	-7	13	2	9	-11	-80
RGS7-Gao reg	100	84	103	111	101	99	99	100
Pf gamet viab	.	-4	.	2	-3	.	8	6
ABCG2 inh	4	9	1	-1	10	0	12	5
Mcl-1 Bim block	3	-4	-1	-2	-1	0	-4	-6

#25 Cc1ccc(NC(=O)C2CC(=O)NC(N3CCCCC3)=N2)cc1Cl (stereo not given)
#26 COc1ccc(N(CC(=O)NCc2ccco2)S(C)(=O)=O)cc1OC
#27 Cn1c(=O)c2c(SCCN3CCOCC3)nc(C3CCCC3)nc2n(C)c1=O
#28 CN(C(=O)CSc1nnc(-c2ccco2)o1)C1CCCCC1
#29 COc1ccc(NC(=O)COC(=O)c2c(F)cccc2Cl)cc1OC
#30 Cc1ccc(C(=O)N/N=C/c2ccc([N+](=O)[O-])s2)cc1
#31 Cc1ccc2c(c1)C1CN(C)CCC1N2C(=O)c1ccccc1NS(=O)(=O)c1ccc(F)cc1 (stereo not given)
#32 CC(C)(C)c1ccc(C(=O)NCC(=O)O)cc1
screen / no.	25	26	27	28	29	30	31	32
RGS4-Gao reg	101	100	104	101	92	107	101	97
ABCB1 block	0.2	-0.6	1.9	0.1	-0.3	0.0	0.7	0.4
Avidin bead fluor	19	10	24	18	10	4	25	8
GSH fluor	14	40	11	21	16	20	11	13
Mcl1 Bid PPI	-9	-68	-10	1	-26	-10	-8	-4
RGS8-Gao reg	99	99	105	100	98	106	100	93
Mcl1 Noxa PPI	-18	8	-17	-5	12	2	-1	4
RGS7-Gao reg	102	100	101	105	93	103	100	96
Pf gamet viab	.	-31	.	.	-24	.	-7	9
ABCG2 inh	1	0	3	0	0	1	-7	0
Mcl-1 Bim block	-2	0	0	0	3	0	-2	4

#33 O=C(CSc1nccn1-c1ncc(C(F)(F)F)cc1Cl)c1ccc(Br)cc1
#34 CC(C)C1N=C2c3ccccc3N=C(SCC(=O)NCCc3ccc(S(N)(=O)=O)cc3)N2C1=O (stereo not given)
#35 Cc1ccc(CNC(=O)C(C)OC(=O)c2ccco2)cc1 (stereo not given)
#36 CC(=O)Nc1ccc(-c2ccnc(-c3ccc(NC(C)=O)cc3)n2)cc1
#37 COCc1cc(=O)[nH]c(Nc2nc3ccccc3o2)n1
#38 O=C(NCCO)/C(=C/c1ccc(Br)cc1)NC(=O)c1cccs1
#39 O=c1cccc(-c2ccc(Br)cc2)o1
#40 Cc1ccc(OCCN2CCN(c3nc(NCc4ccco4)c4ccccc4n3)CC2)cc1
screen / no.	33	34	35	36	37	38	39	40
RGS4-Gao reg	97	103	104	102	97	95	96	102
ABCB1 block	0.1	-0.4	0.3	0.6	0.8	0.6	0.5	0.3
Avidin bead fluor	14	11	13	10	24	17	15	12
GSH fluor	22	27	8	11	22	34	8	15
Mcl1 Bid PPI	-30	-5	-17	-6	-38	-17	-41	2
RGS8-Gao reg	99	102	104	101	100	102	101	102
Mcl1 Noxa PPI	-23	4	-14	-2	-83	15	5	28
RGS7-Gao reg	102	100	100	100	95	95	95	104
Pf gamet viab	.	.	25	-16	.	.	1	-12
ABCG2 inh	0	-1	1	4	41	21	3	8
Mcl-1 Bim block	-3	1	0	-2	-6	-2	0	-2

#41 Cc1ccc(SCC(=O)NCc2ccc(F)cc2)cc1
#42 CC1=C(C(=O)Nc2ccc(Cl)cc2)C(c2ccco2)NC(=O)N1 (stereo not given)
#43 CCOCCCNC(=O)C1CCN(S(=O)(=O)CC)CC1
#44 C=CCn1cccc(C(=O)Nc2cc(OC)cc(OC)c2)c1=O
#45 O=C(c1ccco1)N1CCN(CC(O)COc2ccc3oc4ccccc4c3c2)CC1 (stereo not given)
#46 COC1(c2cc(-c3ccccc3)nc(N)n2)CCCCC1
#47 S=c1[nH]nc(Cc2c[nH]c3ccccc23)o1
#48 CC1(C)CC(=O)C(C=Nc2ccc3[nH]ncc3c2)=C(O)C1
screen / no.	41	42	43	44	45	46	47	48
RGS4-Gao reg	94	97	102	98	101	103	103	106
ABCB1 block	-0.2	-0.1	0.3	0.8	0.3	0.8	-1.3	0.3
Avidin bead fluor	7	11	38	20	9	22	14	8
GSH fluor	8	44	13	11	5	10	27	18
Mcl1 Bid PPI	-29	-2	3	-15	-7	-4	3	-26
RGS8-Gao reg	98	102	101	97	102	102	105	103
Mcl1 Noxa PPI	0	22	11	4	-9	4	5	28
RGS7-Gao reg	91	101	99	98	102	97	101	102
Pf gamet viab	14	11	.	0	.	3	.	.
ABCG2 inh	1	1	2	4	2	3	-1	4
Mcl-1 Bim block	0	-4	1	-1	-2	-1	-6	-2

#49 C#CCNC(=O)C1=C[C@H](c2coc3ccccc3c2=O)[C@@H](CCCO)[C@H](OCC)O1
#50 Cc1nc2ccccc2c(=O)n1CCCN1CCOCC1
#51 CC(=O)NC1C(Oc2ccc(C)cc2)OC2COC(c3ccco3)OC2C1O (stereo not given)
#52 CCCCCn1c(CN2CCN(C(=O)c3ccco3)CC2)nc2c1c(=O)n(C)c(=O)n2C
screen / no.	49	50	51	52
RGS4-Gao reg	99	103	102	103
ABCB1 block	0.3	.	.	.
Avidin bead fluor	7	7	15	8
GSH fluor	21	.	10	.
Mcl1 Bid PPI	-5	-12	-19	-62
RGS8-Gao reg	103	105	105	100
Mcl1 Noxa PPI	10	-13	9	14
RGS7-Gao reg	99	?	101	?
Pf gamet viab	0	12	16	.
ABCG2 inh	2	.	3	.
Mcl-1 Bim block	-4	.	-4	.
